# Source: PubChem
# AMPAR-TARP mod – modulators of GluA2-stargazin AMPA receptor complexes, primary screen, cell-based, membrane potential dye. AID 1259245, 2017. Voltage-dependent calcium channel gamma-2 subunit (Mus musculus) + Glutamate receptor 2 …. hit rate 3.5% among 40,000. HEK293 GluA2+stargazin, membrane potential dye (FDSS), glutamate EC50; hits were called plate by plate, in both directions. calls only at 30 µM;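 active = any of four per-well response measures lying three or more SD from its plate-wide compound average, in either direction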
# Target sequence (O88602 whole entry, looked up): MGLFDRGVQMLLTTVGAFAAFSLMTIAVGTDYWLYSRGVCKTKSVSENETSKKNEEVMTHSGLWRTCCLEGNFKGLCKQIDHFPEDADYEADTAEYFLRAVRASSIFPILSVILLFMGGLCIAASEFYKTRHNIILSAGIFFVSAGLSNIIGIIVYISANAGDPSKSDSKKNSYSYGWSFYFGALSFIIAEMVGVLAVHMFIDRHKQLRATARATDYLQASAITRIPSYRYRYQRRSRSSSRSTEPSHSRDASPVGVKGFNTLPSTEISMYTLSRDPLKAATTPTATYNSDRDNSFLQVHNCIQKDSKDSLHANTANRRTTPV
# Target sequence (P19491 whole entry, looked up): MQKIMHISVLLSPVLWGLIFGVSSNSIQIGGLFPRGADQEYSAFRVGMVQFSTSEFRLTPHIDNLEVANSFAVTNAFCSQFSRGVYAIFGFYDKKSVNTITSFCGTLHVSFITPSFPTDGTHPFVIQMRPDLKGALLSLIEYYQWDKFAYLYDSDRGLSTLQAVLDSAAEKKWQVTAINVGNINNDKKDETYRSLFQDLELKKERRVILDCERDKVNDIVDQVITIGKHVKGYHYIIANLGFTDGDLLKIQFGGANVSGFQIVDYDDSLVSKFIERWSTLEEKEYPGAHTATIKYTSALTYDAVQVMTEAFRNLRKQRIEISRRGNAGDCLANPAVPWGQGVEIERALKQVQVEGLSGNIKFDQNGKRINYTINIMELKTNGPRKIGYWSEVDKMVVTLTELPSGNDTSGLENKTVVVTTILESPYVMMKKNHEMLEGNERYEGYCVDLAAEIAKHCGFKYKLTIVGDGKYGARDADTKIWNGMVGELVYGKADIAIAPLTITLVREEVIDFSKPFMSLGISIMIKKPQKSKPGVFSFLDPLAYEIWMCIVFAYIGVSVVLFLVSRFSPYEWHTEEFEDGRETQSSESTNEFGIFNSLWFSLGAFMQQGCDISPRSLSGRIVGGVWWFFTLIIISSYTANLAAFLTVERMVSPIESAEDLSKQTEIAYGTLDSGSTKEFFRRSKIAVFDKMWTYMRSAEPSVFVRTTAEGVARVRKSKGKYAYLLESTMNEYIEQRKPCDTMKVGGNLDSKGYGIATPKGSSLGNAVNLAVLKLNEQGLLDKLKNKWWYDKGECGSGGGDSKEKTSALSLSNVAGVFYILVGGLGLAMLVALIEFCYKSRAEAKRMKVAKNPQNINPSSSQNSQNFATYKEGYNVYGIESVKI
# AMPAR-TARP mod agonism max-min – recorded beside AMPAR-TARP mod, whose call it bears; compound max-min signal; compound-alone response (agonism);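 unitless range of fluorescence divided by baseline over first 100 seconds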
# AMPAR-TARP mod glutamate slope – further read-out of AMPAR-TARP mod, marked with its call; glutamate slope, % of max; measured here: glutamate response slope, % max;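 scaled per plate between vehicle wells and maximal 1 mM glutamate control wells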
# * marks the source's active call; other numbers are inactive results; i = inactive; + = active, no number; & = joins results of further samples. This is a subset. The share of hits here may be higher or lower than overall.
SMILES,AMPAR-TARP mod,AMPAR-TARP mod agonism max-min,AMPAR-TARP mod glutamate slope
CSc1ncccc1C(=O)N1CCC(CNC(=O)NCc2ccc(Cl)cc2)CC1,i,0.074,50
COc1ccc(CNC(=O)N2CCC(c3nnc(C4CC4)o3)CC2)cc1,i,0.079,63
CSc1ccccc1CN1CCC(CNC(=O)Nc2ccccc2Cl)CC1,i,0.059,52
Cc1cc(C)n(CCNC(=O)/C=C/c2cccs2)n1,i,0.13,57
COc1ccc(CNC(=O)N2CCC(Cn3ccnc3C)CC2)cc1,i,0.087,59
O=C1CC(C2CCCC=C2N2CCCCC2)C(=O)N1c1ccccc1 (centres undefined),i,0.065,53
Cc1ccc2nc(N(CCCN3CCOCC3)C(=O)c3ccno3)sc2c1,i,0.11,19
O=C(NNC(=O)c1cccn(Cc2ccc(F)cc2)c1=O)c1cccs1,i,0.06,52
COc1ccc(C)cc1S(=O)(=O)Nc1ccc2c(c1)CCCN2S(=O)(=O)c1ccc(C)cc1,i,0.11,64
CCOc1ccc(CC(=O)NCC(c2ccco2)N(C)C)cc1 (centres undefined),i,0.072,49
COc1cccc(N2C(=O)/C(=C/c3ccc(O)c(O)c3)SC2=S)c1,i,0.092,58
COc1ccc(OC)c(S(=O)(=O)NCC(c2ccc(F)cc2)N2CCN(C)CC2)c1 (centres undefined),i,0.059,59
COc1cc(C)ccc1NC(=O)CSc1nnc2ccc(C(=O)Nc3ccc(C)cc3)cn12,i,0.095,69
COc1cc(NC(=O)Cn2ccn(Cc3ccc(Cl)cc3)c(=O)c2=O)cc(OC)c1,i,0.034,54
CN(C)C(CNC(=O)c1cccc(Cl)c1)c1ccccc1 (centres undefined),i,0.091,57
COc1cccc(CNC(=O)Cn2cc(-c3nc(-c4ccc(C)cc4)no3)ccc2=O)c1OC,i,0.075&0.029,53&97
O=C(CN1CCOCC1)Nc1ccc2c(c1)OCCO2,i,0.054,51
O=S(=O)(Cc1ccc(Cl)cc1)NCC(c1ccco1)N1CCOCC1 (centres undefined),+,0.15*,14*
CCOC(=O)N1CCN(C(=O)Cc2csc(Nc3cccc(Cl)c3)n2)CC1,i,0.16,58
COc1cccc(NC(=O)Nc2ccc3c(c2)CCC(=O)N3)c1OC,i,0.098,69

# Single records, as listed above. Order of values: AMPAR-TARP mod, AMPAR-TARP mod agonism max-min, AMPAR-TARP mod glutamate slope
# COc1ccc(CNC(=O)N2CCC(Cn3ccnc3C)CC2)cc1 as listed: i, 0.087, 59
# O=C(CN1CCOCC1)Nc1ccc2c(c1)OCCO2 as listed: i, 0.054, 51
# O=C(NNC(=O)c1cccn(Cc2ccc(F)cc2)c1=O)c1cccs1 as listed: i, 0.06, 52
# Cc1cc(C)n(CCNC(=O)/C=C/c2cccs2)n1 as listed: i, 0.13, 57

# (further entries)
SMILES,AMPAR-TARP mod,AMPAR-TARP mod agonism max-min,AMPAR-TARP mod glutamate slope
N#Cc1cnc(-c2ccc(F)cc2)n(CC(=O)Nc2ccc(Br)cc2)c1=O,i,0.1,43
CN1CCN(n2c3c(c(SCC(=O)Nc4nc5ccccc5s4)nc2=O)CCCC3)CC1,i,0.093,45
COc1ccc(CC(=O)N2CCN(c3ccc(Nc4ccncc4)nn3)CC2)cc1,i,0.31,34
COc1cccc(N2CCN(C(=O)c3ccc(S(=O)(=O)c4ccc(C)c(C)c4)nc3)CC2)c1,i,0.053,42
Cc1oc(-c2ccccc2)nc1COC(=O)c1nnn(-c2ccc(Br)cc2)c1C,i,0.089,57
O=C(NCC1(O)CCCC1)C(=O)Nc1ccccc1Cl,i,0.094,66
O=C(NCC(c1cccs1)N1CCOCC1)C1(c2cccs2)CCCC1 (centres undefined),i,0.038,47
CCOc1ccc(C(=O)Nc2cccc(-c3cnc4n3CCC4)c2)cc1,+,0.22*,64*
COC(=O)c1sccc1NC(=O)CS(=O)(=O)c1cccs1,i,0.054,45
COc1ccc(S(=O)(=O)Nc2ccc3c(c2)N(C(=O)C2CCCC2)CC3)c(OC)c1,i,0.068,65
O=S(=O)(NCCN1CCC(c2cccs2)CC1)c1ccc(Br)s1,i,0.06,53
CC(NCCN)c1ccccc1 (centres undefined),i,0.03,22
O=C(NCCC(c1ccccc1)c1ccccc1)C(=O)NC1CCCC1,i,0.092,48
CCOc1cn(-c2ccc(F)cc2)nc1C(=O)N1c2ccccc2CC1C (centres undefined),+,0.081*,76*
CCc1cc2c(=O)c(-c3ccc4c(c3)OCCCO4)coc2cc1OC(=O)N1CCOCC1,i,0.043,44
COc1ccc(Cl)cc1NC(=O)Cn1nc(C(=O)N2CCOCC2)cc1C,i,0.1,66
COc1ccc2sc(N(Cc3ccncc3)C(=O)CCOc3ccccc3)nc2c1,i,0.086,62
COc1cccc(OCCn2c(C3CC(=O)N(C(C)(C)C)C3)nc3ccccc32)c1 (centres undefined),i,0.16,71
CC(=O)Nc1cccc(NC(=O)Cc2csc(Nc3cccc(C(F)(F)F)c3)n2)c1,i,0.15,59
O=S(=O)(c1ccccc1C(F)(F)F)N1CCN(c2ccc(-c3ccco3)nn2)CC1,i,0.053,45
Cc1ccc(NC(=O)CSc2nc(CSc3ccc(C)cc3)cc(=O)[nH]2)cc1,i,0.057,42
COC(=O)c1sccc1S(=O)(=O)Nc1ccc(OC(F)(F)F)cc1,i,0.11,59
COc1ccc(C)cc1S(=O)(=O)N1CCN(c2ccc(Nc3cccnc3)nn2)CC1,i,0.27,46
COc1ccc2c(c1)CCN(C(=O)Cn1nnc3ccccc3c1=O)C2,i,0.099,49
O=C(N1CCN(Cc2ccc3c(c2)OCO3)CC1)C12CC3CC(CC(C3)C1)C2,i,0.041,48
O=C(Nc1ccc(N2CCN(Cc3ccccc3)CC2)cc1)c1cccc(Cl)c1Cl,i,0.074,44
O=C(Cn1c(Cc2ccccc2)nc2ccccc21)N1CCOCC1,i,0.097,59
CCN1C(=O)c2cccc3c(NC(=O)CSc4ccc(OC)cc4)ccc1c23,i,0.039,65
CC(=O)N1CCN(C(=O)Cc2csc(Nc3cccc(Cl)c3)n2)CC1,i,0.14,62
COc1ccc(CNC(=O)C(=O)NCCC2CCCCN2S(=O)(=O)c2ccc(C)cc2)cc1 (centres undefined),i,0.061,79
NCCC12CC3CC(CC(C3)C1)C2,i,0.033,52
COc1ccc(NC(=O)C(=O)NCC(c2cccn2C)N2CCOCC2)c(OC)c1 (centres undefined),i,0.081,56
Cn1nc(-c2cccc(NS(=O)(=O)c3ccccc3Cl)c2)ccc1=O,i,0.064,51
COc1ccc(S(=O)(=O)NCC2CCN(Cc3ccccc3)CC2)c(C)c1,i,0.11,62
CC(C)(C)C(=O)Nc1ccc(C(=O)NCCNC(=O)NCc2cccc3ccccc23)cc1,i,0.096,49
CCOC(=O)N1CCN(C(c2ccccc2F)c2sc3nc(CC)nn3c2O)CC1 (centres undefined),i,0.079,54
NC(=O)CSc1nc(=O)n(CC2CCCO2)c2c1CCC2 (centres undefined),i,0.08,41
COc1ccc(/C=C2\SC(=S)N(c3ccc4c(c3)OCO4)C2=O)c(OC)c1,i,0.052,34
O=C(Nc1nc(-c2cc(Cl)sc2Cl)cs1)c1ccno1,i,0.11,52
COC(=O)c1ccc(NC(=O)C(=O)NCC(c2cccn2C)N2CCOCC2)cc1 (centres undefined),i,0.078,60

# As a working copy, some entries already given.
SMILES,AMPAR-TARP mod,AMPAR-TARP mod agonism max-min,AMPAR-TARP mod glutamate slope
CC(C)(C)C(=O)Nc1ccc(C(=O)NCCNC(=O)NCc2cccc3ccccc23)cc1,i,0.096,49
CCOC(=O)N1CCN(C(c2ccccc2F)c2sc3nc(CC)nn3c2O)CC1 (centres undefined),i,0.079,54

# Results in AMPAR-TARP mod, for some of the entries so far:
compound	AMPAR-TARP mod
COC(=O)c1sccc1S(=O)(=O)Nc1ccc(OC(F)(F)F)cc1	i
COc1ccc(C)cc1S(=O)(=O)N1CCN(c2ccc(Nc3cccnc3)nn2)CC1	i
COc1ccc2c(c1)CCN(C(=O)Cn1nnc3ccccc3c1=O)C2	i
O=C(N1CCN(Cc2ccc3c(c2)OCO3)CC1)C12CC3CC(CC(C3)C1)C2	i
O=C(Nc1ccc(N2CCN(Cc3ccccc3)CC2)cc1)c1cccc(Cl)c1Cl	i
O=C(Cn1c(Cc2ccccc2)nc2ccccc21)N1CCOCC1	i

# The results go on:
SMILES,AMPAR-TARP mod,AMPAR-TARP mod agonism max-min,AMPAR-TARP mod glutamate slope
CC1CC(C)CN(S(=O)(=O)c2ccc(C3CCCCC3)cc2)C1 (centres undefined),i,0.045,52
CC(=O)Cn1c(-c2ccccc2)cn2c3c(=O)n(C)c(=O)n(C)c3nc12,i,0.14,68
CCOc1ccccc1NC(=O)Cn1cc(OC)c(=O)cc1CSc1ncccn1,i,0.033,45
COc1ccc(C(F)(F)F)cc1NC(=O)c1cnn2c(C(F)F)cc(-c3ccccc3)nc12,i,0.054,54
Cc1cc(C(=O)Nc2nc3c(F)cc(F)cc3s2)on1,i,0.076,34
CCOc1ccc(-c2ccc(OCCNS(=O)(=O)c3ccc(OC)c(F)c3)nn2)cc1,i,0.045,52
COc1ccc(C(=O)Nc2nnc(-c3cc(C)ccc3C)o2)cc1,i,0.17,56
Cc1cnc2c(c1SCc1ccc([N+](=O)[O-])cc1)c(=O)n(C)c(=O)n2C,+,0.16*,69*
CS(=O)(=O)c1ccccc1C(=O)N1c2ccccc2CC1C(N)=O (centres undefined),i,0.051,53
COc1ccc(S(=O)(=O)CC(=O)Nc2nc(-c3cccc([N+](=O)[O-])c3)cs2)cc1,i,0.034,45
COCCN1CCc2nc(SCc3cccc(C(F)(F)F)c3)[nH]c(=O)c2C1,i,0.032,47
O=C(CCS(=O)(=O)c1ccccc1)NCC(O)(c1cccs1)C1CC1 (centres undefined),i,0.089,57
Cn1c(=O)c2c(SCC(=O)Nc3ccccc3)ccnc2n(C)c1=O,i,0.099,52
Cc1cccc(C(C)C)c1NC(=O)/C=C/c1cccc([N+](=O)[O-])c1,i,0.077,64
CN(C)S(=O)(=O)c1ccc(C(=O)NC(C)(C)CO)o1,i,0.1,59
O=C(c1ccc(Cl)s1)N(CCN1CCOCC1)c1nc2c(F)cccc2s1,i,0.081,63
CN(Cc1ccco1)S(=O)(=O)c1ccc(C(=O)Nc2nc3ccccc3s2)cc1,i,0.053,64
COc1ccc(N2CCN(Cc3nc4c(c(=O)n(C)c(=O)n4C)n3C(C)C)CC2)cc1,i,0.074,33
COc1ccc(NC(=O)N2CCN(c3cc(OC(C)C)nc(C)n3)CC2)cc1,i,0.06,53
CC(C)N1C(=O)SC(Nc2ccc(C(=O)O)cc2)C1=O (centres undefined),i,0.096,59
Cc1nnc(CNC(=O)CCn2nnc3ccccc3c2=O)o1,i,0.15,78
COCCn1cc(NC(=O)NCCC2=CCCCC2)c2ccccc21,i,0.049,52
COc1ccc2nc(-c3ccc(OC)c(NC(=O)c4c(F)cccc4Cl)c3)cn2n1,i,0.093,45
CN1CCc2c(OCC(=O)N3CCCCCC3)cccc2C1=O,i,0.1,60
Cn1cccc1C(CNS(=O)(=O)Cc1ccc(F)cc1)N1CCCCCC1 (centres undefined),i,0.055,64
CC(C)c1nnc(C2CCN(S(=O)(=O)C3CC3)CC2)o1,i,0.067,61
COc1ccc(CNC(=O)N2CCCC(c3nn(C)c(=O)n3-c3ccccc3)C2)cc1 (centres undefined),i,0.11,52
COc1ccc(S(=O)(=O)NCCc2ccccc2)c(C)c1C,i,0.075,62
COc1cc(C)ccc1NS(=O)(=O)CCCOc1ccc(F)cc1,i,0.11,63
Cc1ccc2nc(NC(=O)C3CCN(S(=O)(=O)c4ccc(F)cc4)CC3)sc2c1,i,0.073,49
O=S(=O)(c1cccs1)N1CCC(Cn2c(COc3ccccc3)nc3ccccc32)CC1,i,0.072,63
COc1cccc(-n2ccnc2N2CCN(C(=O)c3ccc(F)c(F)c3)CC2)c1,i,0.025,34
COc1ccc(Cl)cc1C(=O)NCC(C)(O)CCSC (centres undefined),i,0.068,60
Cc1nn(C2CCS(=O)(=O)C2)c2nc(-c3ccccc3)cc(C(=O)Nc3ccccc3C(N)=O)c12 (centres undefined),i,0.13,61
CCOC(=O)CCC(=O)N1CCN(CCn2nc(C)cc2C)CC1,i,0.15,41
Cc1cc(C(=O)N2CC(C(=O)Nc3ccc(Br)cc3C)C2)no1,i,0.1,50
O=C(O)c1cc(C23CC4CC(CC(C4)C2)C3)ccc1O,i,0.081,35
CC(=O)Nc1ccc(NC(=O)/C=C/c2c(Cl)cccc2Cl)cc1,i,0.096&0.037,49&113
COc1ccccc1N1CCN(CCNC(=O)c2c(C)cc(C)cc2C)CC1,i,0.057,48
Cc1cccc(NC(=O)N2CCN(Cc3nc(-c4cccs4)cs3)CC2)c1,i,0.15,55
COCCn1c(=O)c2c(nc3n(C4CCCC4)c(C)cn23)n(C)c1=O,i,0.093,68
COC(=O)c1ccc2c(=O)n(CC(C)C)c(=S)[nH]c2c1,i,0.081,69
CCN1C(=O)Cc2cc(NC(=O)Nc3cccc(OC)c3OC)ccc21,i,0.11,58
CCc1ccc(N2CCCn3c2nc2c3c(=O)n(CC(N)=O)c(=O)n2C)cc1,i,0.069,30
Cc1ccc(S(=O)(=O)N2CCCCC2CCN)cc1 (centres undefined),i,0.06,58
CCCS(=O)(=O)Nc1ccc2c(c1)N(S(=O)(=O)c1ccccc1)CCC2,i,0.039,74
Cn1c(C(F)(F)F)nn(CCNC(=O)C(c2ccccc2)c2ccccc2)c1=O,i,0.091,57
O=C(NCCCc1ccccc1)C(=O)Nc1ccc2c(c1)OCO2,i,0.048,62
COc1ccc(NC(=O)c2ccc(=O)n(CC(=O)Nc3ccccc3OC)n2)cc1,i,0.04,47
